Screens from PubChem.
H37Rv inhibition – M. tuberculosis growth inhibition, HTS (AID 449762); M. tuberculosis H37Rv growth inhibition, 7H9 media; higher % means a stronger effect; hit rate 0.59% among 330,000; inhibition, % at 25 µM; hits with a dose series show IC50 in µM; in the data active = a potency from the dose series; inconclusive = inhibition above about 70% without an active follow-up result;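 note: bacterial growth assessed after seven days of incubation; strong numbers were not always called active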
M. tuberculosis – growth inhibition of non-replicating M. tuberculosis (AID 488890) | Mycobacterium tuberculosis non-replicating, growth inhibition; higher % means a stronger effect | one-dose inhibition, % at 25 µM; IC50 in µM for titrated hits | hit rate 0.39% among 320,000; in the data active = a potency from the dose series; inconclusive = inhibition mostly from about 82% at the one dose, without a potency; inactive = the rest, 99 in 100 with inhibition below about 76%;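 note: plate controls were DMSO cells for no effect and high antibiotic wells for full effect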
inhibitors of VEEV – inhibitors of VEEV TC-83 cytopathic effect, confirmation, Vero cells (AID 588727) | Vero cells, VEEV TC-83 cytopathic effect inhibition; higher % means a stronger effect | inhibition, % at 20 µM; hits with a dose series show IC50 in µM | hit rate 0.13% among 350,000; in the data active = a potency from the dose series; inconclusive = inhibition mostly from about 14% at the one dose, without a potency; inactive = the rest, 99 in 100 with inhibition below about 12%; note: strong numbers were not always called active
PhoP GFP inhibition – PhoP regulon inhibitors, Salmonella typhi PhoP promoter GFP reporter, confirmatory (AID 1850). Salmonella Typhi PhoP-promoter GFP reporter, fluorescence, 4 h; higher % means a stronger effect. inhibition, % at 50 µM; hits with a dose series show IC50 in µM. hit rate 0.33% among 310,000; in the data active = a potency from the dose series; inconclusive = inhibition mostly from about 25% at the one dose, without a potency; inactive = the rest, 99 in 100 with inhibition below about 19%;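 note: 0% = induced wells with vehicle and 100% = uninduced wells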
H1N1 NS1A inhibition – NS1A inhibition, H1N1 influenza, cell based functional assay (AID 504329). hit rate 0.3% among 340,000. inhibition, % at 12.5 µM; hits with a dose series show IC50 in µM. NS1A functional cell-based assay, percent inhibition; higher % means a stronger effect; in the data active = a potency from the dose series; inconclusive = inhibition above about 27% without an active follow-up result; note: strong numbers were not always called active
inhibitors of VEEV 10K pilot screen – recorded beside inhibitors of VEEV, whose call it bears; inhibition, %; measured here: 10K pilot screen inhibition
* marks the source's active call; other numbers are inactive results; i = inactive; ? = inconclusive; nt = not tested or not shown.

SMILES	H37Rv inhibition	M. tuberculosis	inhibitors of VEEV	PhoP GFP inhibition	H1N1 NS1A inhibition	others
NCCCC(N)(C(=O)O)C(F)F (configuration not stated)	-7%	0%	i	-9%	-1%
CCOC(=O)CCCc1c[nH]c2ccccc12	12%	75%	0.1%	-8%	-12%
CCCCOc1ccc(N2C(=O)C(C)CNC2=S)cc1 (configuration not stated)	nt	nt	i	nt	1%
Cc1ccc(NC(=O)c2cnc(SCC(=O)c3ccccc3)n(C)c2=O)cc1	2%	2%	1.6%	-2%	1%
Cc1ccccc1-n1c(SCC(=O)N2CCN(c3ccccc3)CC2)nnc1-c1ccncc1	-2%	31%	4.9%	1%	-4%
Cc1cccc(C)c1-n1c(C)cc(/C=N\NC(=O)CC(=O)NC2CCCCC2)c1C	4%	47%	i	-7%	1%
COc1ccc(CN2CCN(CC=C(C)C)C(CCO)C2)cc1Cn1cncn1 (configuration not stated)	3%	-5%	i	2%	4%
CCN(CC(=O)NCc1ccc(F)cc1)C(=O)COc1ccccc1[N+](=O)[O-]	-6%	2%	2.8%	nt	-1%
Cc1ccc(S(=O)(=O)N(C)/N=C/C=C/c2ccccc2)cc1	5%	38%	2.6%	-4%	3%
CCOC(=O)c1[nH]c2ccccc2c1NC(=S)Nc1ccccc1	-3%	nt	11%	nt	5%
CCCCNC(=O)c1ccc(CS(=O)(=O)c2ccc(C)cc2)o1	-8%	-5%	i	-13%	-20%
CCOC(=O)C1CCN(C(=O)c2cc3cc(C)ccc3[nH]2)CC1	2%	36%	0.7%	-10%	-7%
O=C(c1ccccc1-c1ccccc1)N1CCCC1	2%	-12%	2.5%	-6%	17%	inhibitors of VEEV 10K pilot screen=0.0
C=CCN(Cc1nc(-c2ccccc2)no1)C(=O)c1ccc2c(c1)OCO2	4%	9%	2.6%	6%	-10%
CC1CN(S(=O)(=O)c2cccc(C(=O)N=c3sccn3C)c2)CC(C)O1 (configuration not stated)	4%	3%	8.2%	-7%	6%

Structures listed so far with an aryl thioether with sulfur outside any ring:
SMILES	H37Rv inhibition	M. tuberculosis	inhibitors of VEEV	PhoP GFP inhibition	H1N1 NS1A inhibition	others
Cc1ccc(NC(=O)c2cnc(SCC(=O)c3ccccc3)n(C)c2=O)cc1	2%	2%	1.6%	-2%	1%
Cc1ccccc1-n1c(SCC(=O)N2CCN(c3ccccc3)CC2)nnc1-c1ccncc1	-2%	31%	4.9%	1%	-4%

More records:
SMILES	H37Rv inhibition	M. tuberculosis	inhibitors of VEEV	PhoP GFP inhibition	H1N1 NS1A inhibition	others
O=C(/C=C/Nc1ccc(Oc2ccccc2Cl)cc1)c1ccco1	?	62%	6.4%	-9%	0%
CCOC(=O)c1ccc(NC(=O)NCc2ccncc2)cc1	-2%	15%	5.5%	7%	5%
O=C(C[C@@H]1C/C=C\C[C@H](NC(=O)OCC2c3ccccc3-c3ccccc32)C(=O)OC[C@@H]2CCCN2C1=O)N[C@H](CO)Cc1ccccc1	6%	67%	0.1%	nt	8%
COc1ccc(OC)c(S(=O)(=O)N(C)CC(=O)Nc2cc(Cl)ccc2OC)c1	-1%	30%	9.1%	-7%	5%
C=CCNC(=O)c1oc2ccc(S(=O)(=O)N3CCC4(CC3)OCCO4)cc2c1C	-8%	2%	2.5%	9%	3%
CSc1ccc(C(=O)NCC(c2ccco2)N(C)C)cc1[N+](=O)[O-] (configuration not stated)	7%	-17%	1.1%	-9%	14%
Cc1cc(NC(=O)CSc2nc(-c3ccc(Br)cc3)nc3c2c(=O)n(C)c(=O)n3C)no1	-18%	-11%	0.6%	-2%	0%
COC(=O)C(C)N(c1ccc(OC)cc1)S(C)(=O)=O (configuration not stated)	-9%	-3%	0.5%	-2%	2%
Cn1c(N2CCC(C(N)=O)CC2)nc2c1c(=O)n(Cc1cccc(Br)c1)c(=O)n2C	5%	17%	6.7%	-10%	10%
CCCSC1=N/C(=C\c2ccc([N+](=O)[O-])o2)C(=O)S1	nt	nt	0.7%	nt	14%
CCn1ncc(Cl)c1C(=O)Nc1cc(Cl)ccc1Cl	-8%	10%	i	1%	-6%
Cc1ccc(NC(=O)CSc2ccc(-c3ccc4c(c3)OCO4)nn2)cc1F	-14%	-7%	i	-8%	-1%	inhibitors of VEEV 10K pilot screen=3.1
CC(C)(C)c1cc(C(=O)NC2CC2)n(Cc2ccc(F)cc2)n1	8%	-10%	i	-1%	nt
Cc1nc2ncnn2c(N2CCN(S(=O)(=O)c3ccc(Br)cc3)CC2)c1C	-5%	-6%	i	3%	-1%
OC1(c2cccs2)CN(c2ccc(Cl)cc2)C2=[N+]1CCCC2 (configuration not stated)	-10%	3%	8.4µM*	-1%	-1%
Cc1cc(C)cc(NC(=O)CN2C(=O)COc3ccc(S(=O)(=O)N4CCCC4)cc32)c1	-1%	11%	2.8%	9%	10%
CCC(C)C(=O)Nc1ccc(S(=O)(=O)N2CCCC2)cc1 (configuration not stated)	-3%	-19%	0.4%	0%	21%
O=C(N/N=C/c1ccc(OC(F)F)cc1OC(F)F)NC1CCCCC1	?	-18%	8.0%	6%	-3%
Cc1nn(Cc2ccccc2)c(C)c1C(=O)OCC(=O)Nc1cc(S(C)(=O)=O)ccc1Cl	6%	-7%	1.3%	3%	-3%
CCc1cccc(C)c1NC(=O)CCN1C(=O)NC(C)(C)C1=O	-2%	3%	i	nt	-7%
COCCNC(=O)C(c1cccnc1)N(Cc1ccc(C)cc1)C(=O)Cn1nnc2ccccc21 (configuration not stated)	0%	-2%	1.9%	-5%	-1%
O=C(c1cc2c([nH]c1=O)CCCC2)N1CCc2c([nH]c3ccccc23)C1c1ccccc1F (configuration not stated)	36%	35%	1.9%	3%	1%
CCCCn1nnc(NC(=O)c2sc3cc(Cl)ccc3c2Cl)n1	?	63%	1.7%	-4%	-4%
COc1ccc(Cl)cc1NC(=O)CN(C)C(=O)CN1C(=O)NC(C)(C)C1=O	0%	-9%	1.8%	nt	-19%
COc1cc(/C=C/C(=O)N2CCCN(C(=O)/C=C/c3cc(OC)c(OC)c(OC)c3)CC2)cc(OC)c1OC	-1%	-7%	0.3%	-7%	7%
Cc1ccc(OCC(=O)N/N=C\c2ccc(O)cc2)c([N+](=O)[O-])c1	1%	7%	1.1%	5%	-6%
O=C(Nc1cccc([N+](=O)[O-])c1)c1ccc(CSc2ccccc2)cc1	-5%	7%	i	2%	1%
Cc1ccccc1NC(=O)COC(=O)CCc1c[nH]c2ccccc12	?	?	i	nt	5%
O=C(NCCC1=CCCCC1)C1CCCN(S(=O)(=O)c2cccc3cccnc23)C1 (configuration not stated)	-5%	52%	7.4%	-6%	-4%
COc1ccc(N=c2oc3cc(O)ccc3cc2C(=O)NCC2CCCO2)cc1 (configuration not stated)	-7%	-8%	i	0%	0%
CC1=CC(C)(C)N(C(=O)CSc2nnc(C)s2)c2ccc(C)cc21	12%	27%	i	-7%	1%
COc1ccc(CNC(=O)[C@@H]2CC=C[C@@H]3CCN(C4CC4)C(=O)[C@@H]32)cc1	2%	-2%	i	-14%	-12%
CN1c2ccc([N+](=O)[O-])cc2CC2(C(=O)NC(=O)NC2=O)C1c1ccccc1 (configuration not stated)	1%	5%	0.4%	-2%	8%
COc1ccccc1C(=O)NNC(=O)c1ccc(Br)o1	-1%	-8%	2.2%	-4%	-11%
COc1ccc(NC(=O)c2cc(-c3cc(OC)c(OC)c(OC)c3)nc3ccccc23)c(OC)c1	0%	23%	9.0%	8%	5%
CCCNC(=O)CCc1nnc2ccc(N3CCC(C)CC3)nn12	-1%	-15%	1.0%	1%	1%
CCOC(=O)c1c(NC(=O)c2cccs2)sc(C(=O)N2CCOCC2)c1C	3%	-3%	2.1%	6%	-2%
c1ccc(Cn2ccnc2SCc2nnc(-c3ccccc3)o2)cc1	3%	11%	0.3%	-6%	20%
CN(Cc1nc2ccc(F)cc2[nH]1)Cc1c(C(=O)N(C)C)nc2ccc(Cl)cn12	-6%	-6%	2.7%	4%	4%
O=C(CSc1nnnn1Cc1ccccc1)NCC(=O)c1ccccc1	-7%	24%	0.8%	-16%	1%
CSCCC(NS(=O)(=O)c1ccc(C)cc1C)C(=O)Nc1cccnc1 (configuration not stated)	4%	2%	i	nt	2%
C=CCNC(=O)C1CCN(S(=O)(=O)c2ccc3ccccc3c2)CC1	-2%	-10%	0.9%	-7%	-1%
CCC(CC)c1nnc(NC(=O)COc2ccc3c(C)cc(=O)oc3c2)s1	-4%	3%	2.2%	-1%	-19%
C=COCCNC(=O)C1CC(=O)N(c2ccc(C)cc2)C1 (configuration not stated)	-3%	1%	1.2%	0%	-16%
O=C(C1COc2ccccc2O1)N1CCN(c2ccc([N+](=O)[O-])cc2)CC1 (configuration not stated)	5%	?	8.0%	nt	4%

Sorted by length of the SMILES (ascending): five of the compounds above
SMILES	H37Rv inhibition	M. tuberculosis	inhibitors of VEEV	PhoP GFP inhibition	H1N1 NS1A inhibition	others
c1ccc(Cn2ccnc2SCc2nnc(-c3ccccc3)o2)cc1	3%	11%	0.3%	-6%	20%
CSCCC(NS(=O)(=O)c1ccc(C)cc1C)C(=O)Nc1cccnc1 (configuration not stated)	4%	2%	i	nt	2%
CCC(CC)c1nnc(NC(=O)COc2ccc3c(C)cc(=O)oc3c2)s1	-4%	3%	2.2%	-1%	-19%
COc1ccc(NC(=O)c2cc(-c3cc(OC)c(OC)c(OC)c3)nc3ccccc23)c(OC)c1	0%	23%	9.0%	8%	5%
COc1ccc(CNC(=O)[C@@H]2CC=C[C@@H]3CCN(C4CC4)C(=O)[C@@H]32)cc1	2%	-2%	i	-14%	-12%

Remaining list, next part
SMILES	H37Rv inhibition	M. tuberculosis	inhibitors of VEEV	PhoP GFP inhibition	H1N1 NS1A inhibition	others
CCOC(=O)C(CC)n1cnc2c(nnn2-c2ccccc2)c1=O (configuration not stated)	-11%	9%	0.4%	8%	4%
CCOC(=O)C1CCN(S(=O)(=O)c2ccc3c(c2)CC(C)N3C(=O)C2CC2)CC1 (configuration not stated)	-6%	11%	0.5%	-3%	9%
O=C(c1ccc(F)cc1)N1CCCC(c2nc(-c3cccs3)no2)C1 (configuration not stated)	3%	61%	3.9%	-5%	-2%
CCN(CC)CCN1C(=O)C(=O)/C(=C(/O)c2ccc(S(=O)(=O)N3CCOCC3)cc2)C1c1ccc(C(C)C)cc1 (configuration not stated)	1%	-14%	0.8%	9%	9%
CCOc1ncccc1C(=O)OCC(=O)Nc1cccc(S(=O)(=O)N2CCCCCC2)c1	1%	8%	7.8%	nt	7%
Cc1cccc(NC(=S)N(CCCN2CCOCC2)Cc2ccccn2)c1	1%	-1%	i	0%	5%	inhibitors of VEEV 10K pilot screen=0.4
O=C(CN1CCOCC1)Nc1ncc(Br)cc1Br	4%	0%	0.1%	14%	-10%
Cc1ccc(S(=O)(=O)N2CCOCC2)cc1C(=O)Nc1ccc2c(c1)CCC2	4%	41%	1.2%	-10%	0%
COc1ccc(CCNC(=O)COC(=O)C2CC2C)cc1 (configuration not stated)	-2%	57%	0.3%	nt	1%
COc1ccc(CNC(=O)c2cc(-c3ccco3)on2)cc1	-8%	5%	i	-1%	-1%
COc1ccc(OCC(=O)OCC(=O)NCc2ccco2)cc1	-1%	12%	0.9%	-4%	-5%
C/C(CC(=O)Nc1cccc(C(F)(F)F)c1)=N\NC(=O)C(=O)NCC(C)C	12%	-10%	2.3%	1%	-17%
Fc1ccc(Cn2c(SCc3ccc(F)c(C(F)(F)F)c3)nnc2C(F)(F)F)cc1	-3%	1%	i	4%	-7%
O=C(NC(=S)NCC1CCCO1)c1ccc(Br)o1 (configuration not stated)	5%	nt	0.8%	-4%	4%
Cc1cc(C)c(S(=O)(=O)N2CCOC2CNC(=O)C(=O)NCCN2CCOCC2)c(C)c1 (configuration not stated)	0%	29%	0.7%	-6%	-8%
O=C(NCCN1CCN(c2ccccc2F)CC1)c1cccn2c(=O)c3ccccc3nc12	0%	10%	i	-3%	-12%
CC(C)c1ccccc1N1CC(C(=O)O)CC1=O (configuration not stated)	4%	-7%	i	8%	-8%
Cc1ccc(OCC(=O)NC(C)c2ccccc2)cc1 (configuration not stated)	5%	49%	0.1%	0%	1%
NC(=O)c1ccc(NC(=O)COC(=O)c2c3c(nc4ccccc24)/C(=C\c2ccc4c(c2)OCO4)CCC3)cc1	nt	nt	5.7%	nt	10%
COC(=O)Cc1c(C)c2ccc(OCC(=O)N3CCOCC3)cc2oc1=O	2%	0%	0.6%	14%	-2%
COc1ccc(OC)c(S(=O)(=O)Nc2ccc(C(C)=O)cc2)c1	5%	-7%	i	-11%	-5%
Cc1ccc(NC(=O)C(=O)NCCN2CCN(Cc3ccc([N+](=O)[O-])cc3)CC2)cc1	-6%	-1%	0.6%	-4%	21%
O=C(CSc1ccc(Cl)cc1)Nc1ccc(NC(=O)c2ccco2)cc1	-7%	-5%	i	-10%	-3%
